OX1R antag-1: human HCRTR1 antagonism | inhibition, % at 5 µM | CHO/OX1R cells, Fluo-8 calcium fluorescence, orexin A | O43613 | AID 434989 | 0.43% of 330,000 active;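 active means inhibition above its plate's threshold, mean inhibition of all tested compounds on the plate plus 3 SD, cut at about 37% in these data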;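 further: 0% = orexin A challenge wells and 100% = SB-334867-A antagonist wells; not every result past the cut was called active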
Target sequence (O43613 whole entry, looked up): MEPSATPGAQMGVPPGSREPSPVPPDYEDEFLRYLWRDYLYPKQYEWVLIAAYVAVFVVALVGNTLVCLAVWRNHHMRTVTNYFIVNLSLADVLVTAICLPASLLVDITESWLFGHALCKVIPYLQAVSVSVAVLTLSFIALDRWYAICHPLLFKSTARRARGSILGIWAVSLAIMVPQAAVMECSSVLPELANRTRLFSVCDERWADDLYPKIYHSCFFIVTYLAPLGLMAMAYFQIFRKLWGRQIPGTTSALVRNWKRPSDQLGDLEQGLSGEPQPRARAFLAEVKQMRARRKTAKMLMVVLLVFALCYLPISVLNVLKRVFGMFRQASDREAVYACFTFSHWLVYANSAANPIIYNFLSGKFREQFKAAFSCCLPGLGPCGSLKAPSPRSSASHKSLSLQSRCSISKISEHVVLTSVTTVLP
STK33 kinase inh: human STK33 kinase inhibition | inhibition, % at 10 µM | AID 2661 | Q9BYT3 | purified STK33, MBP phosphorylation, ADP-Glo luminescence | 0.073% of 320,000 active;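 active means inhibition at or above 25%, using the most active replicate where run in duplicate; inactive means inhibition below 25%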
Target sequence (Q9BYT3 whole entry, looked up): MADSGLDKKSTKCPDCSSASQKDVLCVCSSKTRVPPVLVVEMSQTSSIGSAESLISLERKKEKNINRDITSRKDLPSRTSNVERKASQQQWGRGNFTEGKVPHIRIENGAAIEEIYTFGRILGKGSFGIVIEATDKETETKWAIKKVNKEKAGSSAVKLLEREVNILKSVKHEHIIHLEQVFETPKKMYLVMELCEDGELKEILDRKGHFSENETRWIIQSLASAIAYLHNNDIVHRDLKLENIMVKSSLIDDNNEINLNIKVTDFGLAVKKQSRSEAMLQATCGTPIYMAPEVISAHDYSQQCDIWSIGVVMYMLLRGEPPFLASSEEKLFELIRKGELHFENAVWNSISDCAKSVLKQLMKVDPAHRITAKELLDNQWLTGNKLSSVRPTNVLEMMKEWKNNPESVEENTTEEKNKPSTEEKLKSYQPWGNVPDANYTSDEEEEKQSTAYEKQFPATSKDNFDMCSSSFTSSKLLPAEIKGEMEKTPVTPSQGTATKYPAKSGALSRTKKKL
OX1R antag-2: blocks the human orexin 1 receptor. AID 485270. 1.8% of 330,000 active. O43613. inhibition, % at 6.6 µM. OX1R-expressing cells, FRET antagonist read-out; in the data active means inhibition mostly above about 38%, no sharp cut-off; inactive means mostly below about 40%;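 further: 0% = agonist challenge alone and 100% = reference antagonist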
* marks the source's active call; other numbers are inactive results; · = not tested or not shown; & = joins results of further samples.

OX1R antag-1	STK33 kinase inh	OX1R antag-2	SMILES
-9	0.0	8	CC(=O)NN1C(=O)c2ccccc2NC1c1cccc([N+](=O)[O-])c1 (configuration not stated)
-32	0.4	23	O=C(c1cc(-c2ccccn2)nc2ccc(Cl)cc12)N1CCN(CCc2ccccc2)CC1
-29	-0.6	19	O=c1[nH]c2cccnc2n(CCNc2ncc(C(F)(F)F)cc2Cl)c1=O
-31	1.8	27	CCOc1ccc(NC(=O)CSc2nnc(C)n2Cc2ccccc2)cc1
-17	4.2	40	O=c1c2ccccc2oc2ccc(C#CC3(O)CCCCC3)cc12
-22	-1.3	4	CC(=O)Nc1ccc(NC(=O)Cc2ccc(S(=O)(=O)N3CCCCC3)s2)cc1
-20	-1.8	4	COc1cc2nc(CN(C)Cc3ccc(SC)cc3)[nH]c(=O)c2cc1OC
7	-0.3	31	CCOC(=O)Cn1nc(C)c(NC(=O)c2cccc([N+](=O)[O-])c2)c1C

Going on with the list:
OX1R antag-1	STK33 kinase inh	OX1R antag-2	SMILES
-25	-1.6	11	C=CCNC(=O)/C(C#N)=C/c1ccccc1OCc1ccc(C(=O)OC)cc1
-20	-1.0	10	COc1ccc(NS(=O)(=O)c2cccc(C(=O)N(C)CC(=O)Nc3ccc(C)cc3)c2)cc1
-16	-2.2	18	COc1ccc(CCn2c(NN=C3CCCC3)nc3c2c(=O)[nH]c(=O)n3C)cc1
-9	2.1	-2	O=C(c1ccc(O)cc1)c1ccc(C(=O)O)c(C(=O)O)c1
-21	-1.1	11	O=C(CN1CCC(O)CC1)N1c2ccccc2C=Cc2ccccc21
-23	1.6	8	CC(C)(C)n1cnc2cc(NC(=O)c3cccs3)ccc21
-25	-0.7	12	CCOCCCNc1nc2c(c(=O)n(C)c(=O)n2C)n1CCCc1ccccc1
-14	-0.4	7	O=[N+]([O-])c1cccc(/C=N/Nc2nc(N3CCCCC3)nc(N3CCCCC3)n2)c1

(listing goes on)
OX1R antag-1	STK33 kinase inh	OX1R antag-2	SMILES
-22	-1.5	7	O=C(c1ccccc1)N(NC(=O)C(O)(c1ccccc1)c1ccccc1)c1cccc(F)c1
-16	-1.3	13	CCCn1c(=O)[nH]c(=O)c2c(C(F)(F)F)cc(-c3ccc(C)cc3)nc21
9	-0.7	12	NS(=O)(=O)c1ccc(-n2ncc3c(=O)[nH]c(SCC(=O)Nc4nccs4)nc32)cc1
-17	0.3	4	CC(=O)c1ccccc1NC(=O)CSc1n[nH]c(=O)n1C1CC1
-40	-0.7	5	NNC(=O)c1sc2cc(C(F)(F)F)cnc2c1-c1cccs1
-23	-0.4	10	CN(C)CCn1c(=O)n(Cc2ccco2)c(=O)c2c3c(sc21)CCCCC3
-2	-1.1	6	CC(C)N(C)S(=O)(=O)c1ccc(NC(=O)C2=COCCO2)cc1
-25	-0.4	10	O=C(c1ccc2c(c1)OCO2)N(c1ccc(Br)cc1)C1C=CS(=O)(=O)C1 (configuration not stated)

(cont.)
OX1R antag-1	STK33 kinase inh	OX1R antag-2	SMILES
-5	0.1	15	CCOC(=O)C(C)Sc1nnc(-c2c[nH]c3ccccc23)n1C (configuration not stated)
-6	0.8	21	COc1ccc(/C(O)=C2/C(=O)C(=O)N(CC3CCCO3)C2c2ccc(O)c(OC)c2)cc1 (configuration not stated)
17	-0.2	-4	CCCCOc1ccccc1C1NC(=O)CCC1[N+](=O)[O-] (configuration not stated)
-10	0.2	58*	Cc1cc(C)n(CC(=O)N/N=C/c2ccc([N+](=O)[O-])s2)n1
-5	0.0	15	CC1(C)NC(=O)N(CCCOc2ccccc2Br)C1=O
-7	1.0	13	CCOC(=O)Cn1c(=O)n(Cc2ccc(OC)cc2)c(=O)c2cccnc21
-26	-0.2	46	O=c1c2c(nc3c(-c4cccc5ccccc45)c[nH]n13)CCC2
-26	-0.1	5	CC(=O)Nc1ccc(N2C(C(C)=O)=NN(c3ccccc3)C2c2cccs2)cc1 (configuration not stated)

New compounds follow:
OX1R antag-1	STK33 kinase inh	OX1R antag-2	SMILES
-3	-0.5	5	CC1=C[C@@H](C)[C@@H](c2ccc(C(F)(F)F)cc2)OC1=O
-2	-1.2	7	CCOC(=O)c1c(-c2ccc(C)s2)csc1NC(=O)c1cccs1
-4	-1.3	5	CN1/C(=C/C=C(C#N)C#N)C(C)(C)c2ccccc21
-22	43*	10	Cc1cc(C=C2C(=O)c3ccccc3C2=O)c(C)n1-c1cccc(C(=O)O)c1
14	0.0	5	CC(C)(C)OC(=O)NCc1ccc(NC(=O)c2nc[nH]c2C(=O)NCCN(CCNC(=O)c2[nH]cnc2C(=O)Nc2ccc(CNC(=O)OC(C)(C)C)cc2)CCNC(=O)c2[nH]cnc2C(=O)Nc2ccc(CNC(=O)OC(C)(C)C)cc2)cc1
-46	-0.6	25	Cc1ccc(C)c(NC(=O)c2sc(Cl)nc2-c2ccccc2)c1
14	-1.6	57	N#Cc1cc(Sc2ccccn2)c([N+](=O)[O-])cc1C#N
-15	0.2	21	CC(C)N=c1cc2n(-c3ccc(Cl)cc3)c3ccccc3nc-2cc1Nc1ccc(Cl)cc1

Single records (already shown).
`O=c1[nH]c2cccnc2n(CCNc2ncc(C(F)(F)F)cc2Cl)c1=O` reads OX1R antag-1: -29; STK33 kinase inh: -0.6; OX1R antag-2: 19
`O=C(c1ccccc1)N(NC(=O)C(O)(c1ccccc1)c1ccccc1)c1cccc(F)c1` reads OX1R antag-1: -22; STK33 kinase inh: -1.5; OX1R antag-2: 7

More results.
OX1R antag-1	STK33 kinase inh	OX1R antag-2	SMILES
2	-1.0	8	CC(C)(C)NC(=O)Nc1ccccc1C(N)=O
4&-3	-1.4&-1.6	12&8	Cc1nccn1CC1CCc2c(c3ccccc3n2C)C1=O (configuration not stated)
-17	-1.1	7	CCOc1ccc(-n2c(COc3ccc(C)cc3)nnc2SCC(N)=O)cc1
-14	-1.7	8	COc1ccc(-n2c(NNC(C)=O)nc3sc4c(c3c2=O)CCCC4)cc1
-14	-0.9	-1	COc1cccc(NC(=O)Cn2c3ccc(OC)cc3c3nc4n(c(=O)c32)CCS4)c1
-6	8.8	49	O=C(CCl)NCCN1C(=O)S/C(=C\c2cccnc2)C1=O
-9	0.7	10	O=C(Nc1nnc(COc2ccccc2F)s1)Nc1ccccc1F
5	-2.4	13	COc1ccc([C@@H]2CC(=O)c3c(O)cc(O[C@@H]4O[C@H](CO[C@@H]5O[C@@H](C)[C@H](O)[C@@H](O)[C@H]5O)[C@@H](O)[C@H](O)[C@H]4O)cc3O2)cc1O

(listing goes on)
OX1R antag-1	STK33 kinase inh	OX1R antag-2	SMILES
-37	-0.1	5	CCCCn1c(-c2csc3ccccc23)n[nH]c1=S
-31	0.1	15	CC(C)C(=O)NCCc1nc(-c2ccc(Cl)cc2)no1
-32	-0.9	20	Cc1sc2ncnc(N3CCC(C(=O)Nc4nnc(CC(C)C)s4)CC3)c2c1C
-14	-2.4	2	Cc1noc(C)c1C(=O)NCc1ccco1
-12	-1.3	18	O=C(COC(=O)C1CC(=O)N(Cc2ccccc2)C1)Nc1cccc([N+](=O)[O-])c1 (configuration not stated)
-23	0.8	9	CS(=O)(=O)N1CCc2cc(NC(=O)c3ccc(Cl)cc3Cl)ccc21
-14	·	85*	CC(NS(=O)(=O)c1ccc([N+](=O)[O-])cc1)C(=O)NN (configuration not stated)
13	0.4	5	CCOc1cc(/C=N/NC(=O)CN2CCCCC2)ccc1O

Later entries
OX1R antag-1	STK33 kinase inh	OX1R antag-2	SMILES
-9	-0.2	6	COc1ccc(C(=O)C2CCCN(C(=O)c3cccnc3OC)C2)cc1F (configuration not stated)
3	0.3	-1	Cc1cc(NS(=O)(=O)c2ccc(NC(=O)Cc3cccs3)cc2)no1
-5	-1.6	11	COc1ccc(CCNC(=O)c2cccc3ccccc23)cc1OC
3	0.1	22	Oc1cccc2c(NC(=S)Nc3ccc(SC(F)F)cc3)cccc12
-3	-1.0	7	COc1ccc(C2C(C(=O)c3ccc(C)o3)=C(O)C(=O)N2CC2CCCO2)cc1OC (configuration not stated)
-20	3.8	8	Cc1cc(C)nc(SCc2ccc(C(=O)N/N=C/c3ccc(C(=O)O)cc3)cc2)n1
-19	0.9	19	CCOc1ccc(NC(=O)CSC2=NN3CCCC(=O)N=C3S2)cc1
-2	0.0	11	CC(=O)N(c1ccccc1)c1nc(/C=C/C(=O)O)cs1

Later entries
OX1R antag-1	STK33 kinase inh	OX1R antag-2	SMILES
-2	-0.2	9	CC[N+](CC)(CCCCS(=O)(=O)[O-])CCNP1(=O)C=C(c2ccccc2)OC(c2ccccc2)=C1
-20	6.2	17	COc1ccccc1/C=C/C=N/NC(=O)c1ccncc1
-4	-1.2	-9	COCCCNC(=O)c1ccc2c(=O)n(Cc3ccccc3OC)c(=S)[nH]c2c1
-14	-1.8	6	CCc1c(C)nc(N)n2c(SCC(=O)Nc3ccccc3OC)nnc12
-26	-1.7	14	Cc1nn(-c2ccccc2)c2c1C(c1cccc([N+](=O)[O-])c1)N(c1ccccc1)C(=O)N2 (configuration not stated)
-40	-0.3	11	CCOc1ncccc1C(=O)N1CCN(S(=O)(=O)c2ccc3ccccc3c2)CC1
-4	0.0	3	C=CCN1CC(C)/C(=N\O)CC1C (configuration not stated)
-8	0.0	39*	O=C(c1cc(O)c(O)c([N+](=O)[O-])c1)c1ccccc1F

(continued)
OX1R antag-1	STK33 kinase inh	OX1R antag-2	SMILES
-23	-0.8	13	Cn1cccc1C(=O)OCc1cc(Cl)cc2c1OCOC2
5	-0.9	28	CC(C)(C)OC(=O)NCCC(=O)N/N=C/c1ccc2nccnc2c1
24	-1.2	9	C[C@H](CO)N1C[C@H](C)[C@@H](CN(C)C(=O)Nc2ccc(C(F)(F)F)cc2)Oc2c(NC(=O)Nc3ccc(C(F)(F)F)cc3)cccc2C1=O
-15	-1.4	9	Cn1c(=O)[nH]c(=O)c2c1nc(N1CCOCC1)n2CCc1ccccc1
-24	-1.7	20	COc1ccc2c(c1)-c1c(sn(-c3ccc(OC)c(OC)c3)c1=S)C(C)(C)N2
-5	-0.4	2	COc1ccc(C(NC(=O)c2ccccc2F)NC(=O)c2ccccc2F)cc1
-7	0.1	22	COc1ccccc1-n1c(=S)[nH]c2c(sc(=S)n2-c2ccccc2)c1=O
-16	0.7	1	CCN1CCN(C(=O)C2CCN(S(=O)(=O)c3ccc4c(c3)NC(=O)C(C)S4)CC2)CC1 (configuration not stated)

(continued)
OX1R antag-1	STK33 kinase inh	OX1R antag-2	SMILES
-16	0.4	10	COc1ccc(NC(=O)CSc2nnc(Cn3c(=O)sc4ccccc43)n2C)cc1
-30	-1.7	14	Cc1cc(Cl)ccc1OCC(=O)NC(=S)Nc1ccccc1N1CCOCC1
-31	1.4	10	N#Cc1ccc(OCC(O)CN2CCN(c3ncc(C(F)(F)F)cc3Cl)CC2)cc1 (configuration not stated)
-10	1.3	17	Cc1cccc(N2CCN(C(=O)c3ccc4c(c3)NC(=O)C(CSCc3ccc(F)cc3)N4)CC2C)c1 (configuration not stated)
0	-1.0	10	O=C(O)/C(=C\c1ccco1)NC(=O)c1ccco1
-28	0.0	12	Cn1c(/C(C#N)=C2/CCCCCN2)nc2ccccc21
-25	-4.3	13	COc1cc2c(cc1OC)-c1nnc(-c3cccs3)n1C(C)(C)C2
6	-1.3	0	COc1cccc(NC(=O)Cn2c(SCC(=O)N3CCOCC3)nc3ccccc32)c1

(more compounds)
OX1R antag-1	STK33 kinase inh	OX1R antag-2	SMILES
-10	0.3	16	CCOC(=O)C(NC(=O)c1ccccc1)=C1C=C(C)OC(C)=C1
-39	0.2	9	Cn1c(NCCCN2CCOCC2)nc2c1c(=O)n(Cc1ccc(Cl)cc1Cl)c(=O)n2C
-20	-0.8	5	Cc1c(Cl)cnc(NC(=O)COC(=O)c2cccc(S(=O)(=O)N3CCc4ccccc4C3)c2)c1Cl
-16	-0.1	0	CC(=O)Nc1ccc(NC(=O)[C@@H](NC(=O)c2cccc(C)c2)C(C)C)cc1
-19	-0.8	0	COc1cc(S(=O)(=O)N2CCC(c3nc4ccccc4s3)CC2)ccc1S(=O)(=O)NC1CCCC1
-3	-1.5	14	Cc1cc([N+](=O)[O-])nn1CCC(=O)Nc1nccs1
-6	2.2	14	N#CCc1ccc(Oc2ncccn2)cc1
-25	-0.9	10	O=S(=O)(NC1CCCCC1NCc1ccco1)c1ccc(Cl)cc1 (configuration not stated)

Next structures:
OX1R antag-1	STK33 kinase inh	OX1R antag-2	SMILES
2	-1.5	9	Cc1ccc(-c2csc(N3CCN(c4ccc5nc(-c6ccncc6)n(CCN6CCCCC6)c5c4)CC3)n2)cc1
-33	0.0	17	CCOC(=O)C1(S(=O)(=O)c2ccc(Cl)cc2)CCN(Cc2ccccc2)CC1
-9	-1.1	20	CCC(C)N(C(=O)CSc1nc(-c2ccccc2)cs1)C1CCS(=O)(=O)C1 (configuration not stated)
-16	-0.2	22	CSc1ccccc1OCc1cc(C(=O)N2CCN(C)C(c3ccccc3)C2)no1 (configuration not stated)

Part of the list above in order of molar mass, ascending:
OX1R antag-1	STK33 kinase inh	OX1R antag-2	SMILES
-3	-1.5	14	Cc1cc([N+](=O)[O-])nn1CCC(=O)Nc1nccs1
-25	-0.9	10	O=S(=O)(NC1CCCCC1NCc1ccco1)c1ccc(Cl)cc1 (configuration not stated)
-33	0.0	17	CCOC(=O)C1(S(=O)(=O)c2ccc(Cl)cc2)CCN(Cc2ccccc2)CC1
-16	-0.2	22	CSc1ccccc1OCc1cc(C(=O)N2CCN(C)C(c3ccccc3)C2)no1 (configuration not stated)
2	-1.5	9	Cc1ccc(-c2csc(N3CCN(c4ccc5nc(-c6ccncc6)n(CCN6CCCCC6)c5c4)CC3)n2)cc1

Screening data (PubChem BioAssay)

The order is random; any-hit rate near 2.2%.
